# WT yeast gro inh: growth inhibition of WT yeast, mitochondrial fusion screen. mitochondrial fusion phenotypic screen, WT strain. actives 2.1% (n = 190,000). inhibition, % at 10 µM. AID 1362; in the data active = inhibition above about 58%; tested in S. cerevisiae
# Autophagy HCS: alters autophagy in cells. AID 463193. MEF GFP-LC3 puncta imaging; test concentration mostly 10 µM. calls only at 10 µM (by protocol). actives 0.98% (n = 190,000);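 active = percentage of spot-positive cells more than 3 SD above its plate mean, without a fluorescence outlier flag or 80% toxicity; inconclusive = no clear call, values can overlap the other calls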;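 also: spot-positive cell cutoff set from DMSO-treated cells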
# Yfh1-off respiration: enhancers of respiration in Yfh1-depleted yeast, dose response, Friedreich's ataxia, plus single-dose screen (AID 1465) | actives 0.074% (n = 220,000) | S. cerevisiae Yfh1-off respiration, WST-1 reduction, 72 h; higher fold induction means a stronger effect | fold induction at 50 µM; hits with a dose series show EC50 in µM;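 active = fold induction of absorbance versus untreated yeast above a set limit, then at least 30% activation at any dose in follow-up; inconclusive = repeats straddling the limit, or above it without dose testing; inactive = fold induction below the set limit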;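 also: activators that raise dye reduction in frataxin-depleted yeast; strong numbers were not always called active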
# bCat nuc transl: alters nuclear translocation of beta-catenin in HeLa cells | nuclear translocation activity, % at 5 µM | AID 1665 | immunofluorescence imaging | actives 0.3% (n = 190,000);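 active = nuclear translocation activity above 50% at 5 µM, with a well cell count of 50 or more; inconclusive = wells under 50 cells across six images, flagged as toxic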;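 also: per-cell ratio of nuclear to cytoplasmic median beta-catenin stain intensity; plate controls were DMSO negative control for no effect and GSK-3 inhibitor IX positive control for full effect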
#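 System: Human HeLa cells, endogenous beta-catenin | Compound dosing: 5 µM primary, 0.02–20 µM confirmation | Timing: 24 h compound exposure at 37°C, 5% CO2 | Measured by: Fluorescence imaging of beta-catenin antibody stain plus DAPI | Read-out basis: % activation of per-cell nuclear versus cytoplasmic median beta-catenin signal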
# Dynein cargo inh: blocks dynein driven cargo transport along microtubules; 3617.4 mouse cells, GR-EGFP nuclear translocation imaging; test concentration mostly 20 µM; stimulated with dexamethasone, 1 µM; hits give low values; z-score, hits read low; actives 0.47% (n = 220,000); AID 1381;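 active = plate z-score of nuclear minus cytoplasmic receptor signal below a set negative limit, without overly bright fluorescence or cell loss, cut at about -3.5 in these data, passing the limit was not always enough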;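 also: z-score of nuclear minus cytoplasmic ring GR-EGFP intensity difference per well; some compounds called inactive have numbers as strong as hits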
#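 medium = tetracycline-free induction medium containing charcoal-stripped FBS | also added = 1.0 µM final dexamethasone stimulus | schedule = 48 h induction, 1 h compound, 30 min dex at 37 °C | technique = fixed, Hoechst-stained cells imaged at 10x for EGFP | measure = GR-EGFP nuclear translocation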
# PMI inhibitors: inhibitors of human PMI, primary screen, biochemical, fluorescence intensity, coupled assay (AID 1209); purified PMI enzyme, coupled fluorescence intensity; higher % means a stronger effect; inhibition, % at 20 µM, or IC50 in µM where a hit was titrated; actives 0.42% (n = 190,000);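 also: plate controls were DMSO vehicle for no effect and wells lacking substrate for full effect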
# Ins promoter up: MIN6 insulin promoter up-regulation | actives 0.3% (n = 190,000) | AID 1625 | MIN6 insulin promoter-GFP reporter, high-content imaging; hits give high values | z-score at 5 µM;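 active = z-score above 3 at 5 µM with at least 500 cells counted in the well; inconclusive = wells under 500 cells, flagged as cytotoxic or low count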
# human PMI inhibitors: MPI inhibition at elevated mannose 6-phosphate – biochemical, fluorescence intensity, high mannose 6-phosphate, primary screen (AID 1220). recombinant PMI enzyme, coupled fluorescence intensity; higher % means a stronger effect. inhibition, % at 20 µM, or IC50 in µM where a hit was titrated. actives 0.66% (n = 190,000)
# MT stabilize HCS: stabilizes microtubules in HeLa cells. HeLa tubulin immunostaining HCS, 24 h; share of cells brighter than vehicle mean+2SD. % tubulin-high responders, % at 10 µM. actives 0.83% (n = 200,000);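 active = plate Z-score above 3 for both tubulin-high and condensed-nucleus cell shares, with cell loss under 80%, at 10 µM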;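 also: anti alpha tubulin signal scored within the nucleus-defined area of each cell; some results filed as inactive read as strong as hits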
# WT yeast gro inh mutant strain: second read-out of WT yeast gro inh, no call of its own (marks repeat the call); inhibition, %; mitochondrial fusion phenotypic screen, mutant strain inhibition
# Dynein cargo inh cytoplasmic EGFP: second read-out of Dynein cargo inh, no call of its own (marks repeat the call); z-score; measured here: cytoplasmic GR-EGFP intensity; hits give high values
# Dynein cargo inh nuclear GR-EGFP: second read-out of Dynein cargo inh, no call of its own (marks repeat the call); z-score; measured here: nuclear GR-EGFP intensity;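 lower value marks the stronger effect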
# Dynein cargo inh cell count: further read-out of Dynein cargo inh, marked with its call; z-score; measured here: cell count per field
# Ins promoter up cell count: further read-out of Ins promoter up, marked with its call; cell count; measured here: cytotoxicity, nuclei count;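 total cells summed across four imaged fields per well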
# bCat nuc transl cell count 5 µM: also measured in bCat nuc transl; calls as there; cell count; measured here: cell count, cytotoxicity flag
# MT stabilize HCS Hoechst-high %: second read-out of MT stabilize HCS, no call of its own (marks repeat the call); % Hoechst-high responders; measured here: nuclear condensation Hoechst responders;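 share of cells brighter than vehicle mean plus two SD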
# MT stabilize HCS cytotoxicity %: further read-out of MT stabilize HCS, marked with its call; toxicity, %; measured here: cytotoxicity by cell density;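 0% = mean cell density of plate MIN control wells and 100% = no cells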
# Autophagy HCS cell loss 18 h: second read-out of Autophagy HCS, no call of its own (marks repeat the call); toxicity, %; measured here: cell loss, nuclei count;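 cell loss after 18 h compound exposure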
# An asterisk follows results filed as active; i = inactive; ? = inconclusive; . = not tested or not shown; + = active, no number. Rule as the data show it, unless noted: active = inhibition above about 50%; inactive = the rest.
# The first two compounds (preview)
SMILES,WT yeast gro inh,WT yeast gro inh mutant strain,Autophagy HCS,Autophagy HCS cell loss 18 h,Yfh1-off respiration,bCat nuc transl,bCat nuc transl cell count 5 µM,Dynein cargo inh,Dynein cargo inh cytoplasmic EGFP,Dynein cargo inh nuclear GR-EGFP,Dynein cargo inh cell count,PMI inhibitors,Ins promoter up,Ins promoter up cell count,human PMI inhibitors,MT stabilize HCS,MT stabilize HCS Hoechst-high %,MT stabilize HCS cytotoxicity %
Cc1nc(SCC(=O)NCC2CCCO2)c2oc3ccccc3c2n1 (stereo unspecified),-9,-14,i,-10,i,-0.4,1101,-1.2,-0.14,-0.46,0.2,10%,0.09,1168,34%,0.7,0.7,10
CCOc1ccc(OCC)c(NC(=O)CCCN2C(=O)c3cccnc3C2=O)c1,-3,-1,i,-5,i,-0.4,1051,-0.023,-0.21,0.31,1.8,17%,1.1,2017,15%,2.2,2.1,2.0

# Main list, previewed entries included:
SMILES,WT yeast gro inh,WT yeast gro inh mutant strain,Autophagy HCS,Autophagy HCS cell loss 18 h,Yfh1-off respiration,bCat nuc transl,bCat nuc transl cell count 5 µM,Dynein cargo inh,Dynein cargo inh cytoplasmic EGFP,Dynein cargo inh nuclear GR-EGFP,Dynein cargo inh cell count,PMI inhibitors,Ins promoter up,Ins promoter up cell count,human PMI inhibitors,MT stabilize HCS,MT stabilize HCS Hoechst-high %,MT stabilize HCS cytotoxicity %
Cc1nc(SCC(=O)NCC2CCCO2)c2oc3ccccc3c2n1 (stereo unspecified),-9,-14,i,-10,i,-0.4,1101,-1.2,-0.14,-0.46,0.2,10%,0.09,1168,34%,0.7,0.7,10
CCOc1ccc(OCC)c(NC(=O)CCCN2C(=O)c3cccnc3C2=O)c1,-3,-1,i,-5,i,-0.4,1051,-0.023,-0.21,0.31,1.8,17%,1.1,2017,15%,2.2,2.1,2.0
CCC(Sc1nc2cc3c(cc2c(=O)n1Cc1ccco1)OCO3)C(=O)Nc1cccc(OC)c1 (stereo unspecified),-9,-12,+,9.1*,i,1.8,1346,-0.12,-0.19,-0.25,0.79,8%,0.13,1434,13%,6.6,2.0,5.8
OC1CCN(c2c3c(nc4cc(-c5ccc(F)cc5)nn24)CCC3)CC1,8,-4,i,4,i,-3.2,1118,-0.74,-0.19,-0.18,0.6,1%,-0.91,1303,-2%,2.4,1.7,13
Nn1c(COc2cccc(Cl)c2)nc2ccccc2c1=O,-5,5,i,-6,i,0.3,920,-0.44,-0.22,0.066,-0.34,1%,-0.16,1192,7%,2.7,2.0,1.3
O=C(CN1CCC(N2CCCCC2)CC1)N1CCOCC1,3,11,i,9,i,-2.1,1143,1.6,-0.28,1,-0.95,-10%,-0.42,1420,-18%,3.2,1.9,7.7
CCCC1Nc2ccc(C(=O)O)cc2C2C=CCC12 (stereo unspecified),6,-8,i,-2,i,1.4,542,0.66,-0.3,-0.022,-0.17,-61%,0.32,1266,-103%,1.5,4.2,12
CN1C(=S)SC(N(O)C(=O)Nc2ccc(Cl)c(Cl)c2)C1(C)C (stereo unspecified),48,6,i,15,i,-1.5,612,0.62,-0.01,1.7,-1.5,12%,-0.04,1274,13%,3.0,2.4,9.6
Cc1ccc(-n2c(C)cc(C(=O)COC(=O)c3ccc[nH]c3=O)c2C)cc1C,19,-5,i,-2,i,-3.4,577,-0.18,0.35,0.75,-0.71,8%,0.45,1239,3%,2.1,1.3,8.2
Cc1c(/C=C/C(=O)c2ccc(Cl)s2)cnn1C,14,13,i,2,i,1.5,1122,-1.8,-0.19,-0.94,0.47,0%,.,.,0%,2.8,2.0,6.5
CN1CCS/C1=C/C=C1/SC(=S)N(Cc2ccccc2)C1=O,-11,-11,i,-1,i,4.6,800,-0.4,3.4,0.73,0.29,26%,.,.,41%,3.6,2.0,5.6
CC1(C)CC(=O)c2c(O)cc(O)cc2O1,-10,0,i,4,i,0.6,1006,0.34,-0.22,0.16,0.23,4%,0.28,1263,3%,4.0,1.7,2.0
O=C(NCCN1CCCCCC1)c1ccc(N2CCCC2=O)cc1,1,20,i,0,i,-1.2,1040,-0.26,-0.24,0.37,0.56,1%,-0.32,1227,-2%,3.9,3.0,6.9
Cc1nc(C(=O)N(C)C)nn1-c1ccc([N+](=O)[O-])cc1,0,-6,i,25,i,-1.8,1044,-0.76,-0.28,-0.3,0.8,6%,0.1,1583,7%,2.1,1.2,5.4
N/C(=N\NS(=O)(=O)c1ccccc1C(F)(F)F)c1ccccn1,.,.,.,.,i,-2.7,1196,-0.43,-0.26,-0.29,0.021,.,0.06,1426,.,.,.,.
COC(=O)CSc1nnc(-c2ccccn2)n1N,.,.,.,.,i,-1.5,1264,0.13,-0.3,-0.0051,0.82,.,0.6,1076,.,.,.,.
CN(C)S(=O)(=O)c1cccc(NC(=O)c2n[nH]c(=O)c3ccccc23)c1,6,12,i,-7,i,0.4,1079,-0.92,-0.28,0.027,1.4,-1%,-0.46,1455,13%,2.4,3.3,2.0
COc1ccc(CCNC(=O)c2cc(C(=O)c3cc(Cl)ccc3O)cn(CCc3ccc(OC)cc3)c2=O)cc1,21,-2,i,7,i,1.1,992,-0.85,0.012,-0.52,1,12%,.,.,7%,1.9,2.4,2.3
O=C(COC(=O)c1c2c(nc3ccccc13)CCCC2)c1cccs1,-9,-3,i,-22,i,.,.,0.38,-0.1,0.51,0.39,2%,.,.,-5%,3.4,1.9,7.0
COc1ccc(C2CC(=O)c3cnc(N4CCc5ccccc54)nc3C2)c(OC)c1 (stereo unspecified),3,-15,i,3,i,0.8,1480,-0.34,-0.25,-0.26,0.4,-15%,0.82,1318,-19%,2.3,1.1,4.8
C#CC(C)(C)NC(=O)CSc1nc2c(c(=O)n(C)c(=O)n2C)n1CCCC,12,-7,i,5,i,.,.,0.43,-0.17,0.47,-0.56,1%,-7.2,651,3%,1.8,3.0,4.2
CNc1nc(SCc2ccccc2)nc(N2CCOCC2)n1,33,57,i,5,i,-1.4,1097,0.2,-0.21,0.6,-0.11,9%,-1.4,1512,3%,2.8,0.3,47
COc1cc(-c2nc(S(=O)(=O)c3ccc(C)cc3)c(N3CCOCC3)o2)cc(OC)c1OC,3,-13,i,4,.,-4.4,1141,0.85,-0.063,1.1,-2.1,-1%,0.13,1971,-14%,1.7,1.4,8.4
Cc1cccc(NC(=O)CCCn2c(=S)[nH]c3ccccc3c2=O)c1,8,6,i,-32,i,1.0,1042,-0.78,-0.28,-0.42,0.36,-7%,-0.41,1108,-8%,3.4,1.6,5.8
Cc1ccc(NC(=O)c2ccc(OC(=O)c3cc4ccccc4o3)cc2)cc1,-7,-15,i,-5,i,-0.3,1052,0.07,-0.41,0.081,0.51,-6%,0.51,955,-10%,0.6,1.2,6.1
CC(=O)c1c(O)c2ccccc2n(C(C)C)c1=O,-6,2,i,19,i,-1.4,1012,0.97,-0.26,0.61,-0.25,11%,0.37,1341,11%,2.8,1.5,9.3
O=C1CCCC2=C1Sc1ccccc1N2,.,.,.,.,i,0.6,1373,-0.22,-0.05,-0.04,0.37,.,0.4,1211,.,.,.,.
Cc1ccc2nc(-c3ccncc3)c(NC3CCCCC3)n2c1,1,32,i,9,i,-1.8,1030,-0.55,-0.36,0.13,1.3,-4%,1,1209,4%,1.7,2.3,4.7
O=C(CNC(=O)c1ccco1)NCC(=O)OCc1ccc(Cl)cc1,10,7,i,16,i,.,.,0.22,-0.15,0.47,-0.29,-3%,0.23,871,-7%,0.9,1.1,3.8
Cc1nc(C)n(CC(O)COc2ccc3ccccc3c2)n1 (stereo unspecified),12,8,i,-6,i,-4.7,1248,0.57,-0.21,0.31,0.11,2%,-0.02,1307,0%,4.7,3.0,2.7
COc1cc(C(=O)Nc2ccc(C)cn2)c([N+](=O)[O-])cc1OC,-14,0,i,5,i,-8.2,1094,0.92,-0.14,0.87,-0.47,3%,0.4,1527,21%,3.7,2.7,1.7
Nc1nc(=S)[nH]c2c1C1(CCCC1)Cc1ccccc1-2,-9,0,i,-32,?,0.2,1394,-0.11,-0.2,0.45,0.78,-2%,0,1535,-1%,2.9,1.8,6.6
O=C(CCN1C(=O)/C(=C/c2ccc3c(c2)OCO3)SC1=S)Nc1ccccc1,17,-2,i,9,i,0.9,866,0.9,-0.19,0.27,-0.15,8%,-0.32,1267,-5%,5.0,1.7,1.0
COCCn1c(C)cc(C(=O)CN2CCCCC2)c1C,-2,2,i,1,i,0.0,1104,0.21,-0.34,0.31,0.2,2%,0.44,1304,5%,1.7,1.4,8.2
COc1cccc2cc(/C(=N/O)c3ccccc3)oc12,28,16,i,18,i,0.8,904,0.16,-0.32,0.11,0.21,20%,0.62,1609,19%,1.5,2.0,6.2
CCC(CC)C(=O)Nc1cc(C(=O)OC)cc(C(=O)OC)c1,-10,-23,i,-2,i,-6.3,1123,-0.028,-0.18,0.3,1.3,16%,-0.55,1301,12%,2.4,1.8,34
COCCN1C=C(C(=O)OC)C(c2ccc(OC)c(OC)c2)C(C(=O)OC)=C1,1,5,i,-15,i,-0.8,797,0.47,-0.42,0.6,-0.092,-1%,1.1,1633,-8%,3.9,1.5,17
COc1ccc(-c2csc(NC(=O)CSc3ncn[nH]3)n2)cc1OC,10,-4,i,3,i,1.1,944,3.2,0.16,2.2,-2.1,4%,-1.6,1112,5%,4.6,1.8,2.4
CCC(NC(=O)NNC(=O)c1ccncc1)(C(F)(F)F)C(F)(F)F,.,.,.,.,i,2.5,1333,-0.078,-0.25,-0.069,0.38,.,-0.02,1106,.,.,.,.
